BioA inh – inhibitors of Mycobacterium tuberculosis BioA enzyme; inhibition, % at 9.99 µM; purified M. tuberculosis BioA enzyme, plate reader; 360,000 tested, 0.096% active; AID 602481; in the data active = inhibition above about 40%; inconclusive = no clear call, values can overlap the other calls
BoNT-F LC inh – inhibitors of Botulinum neurotoxin F light chain protease | AID 588497 | 360,000 tested, 0.22% active | Multiplex microsphere protease cleavage assay, flow cytometry | inhibition, % at 10 µM; in the data active = inhibition above about 35%, passing the limit was not always enough; inconclusive = no clear call, values can overlap the other calls; also: plate controls were buffer without enzyme for full effect and enzyme alone for no effect
DUSP3 inh – blocks human VHR1 dual specificity phosphatase; recombinant VHR phosphatase, pNPP absorbance; inhibition, % at 13.3 µM; 290,000 tested, 0.52% active; in the data active = inhibition above about 50%; also: some compounds called inactive have numbers as strong as hits
Target sequence (P51452 whole entry, looked up): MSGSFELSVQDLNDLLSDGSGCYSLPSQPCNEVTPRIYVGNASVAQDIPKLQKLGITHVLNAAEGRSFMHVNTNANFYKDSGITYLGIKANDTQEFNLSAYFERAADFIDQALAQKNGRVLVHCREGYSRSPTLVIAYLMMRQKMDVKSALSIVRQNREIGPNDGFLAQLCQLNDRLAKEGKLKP
GDH-TPI counter – counter-screen for M. tuberculosis FBA inhibitors: GDH-TPI coupled enzymes | GDH-TPI coupled enzyme counterscreen, NADH absorbance | inhibition, % at 4.8 µM | 360,000 tested, 1.2% active | AID 588335;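 also: 0% = DMSO wells and 100% = wells lacking the enzyme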
UGM FP inh – Mtb UDP-galactopyranose mutase inhibition. purified UGM, fluorescence polarization probe displacement. inhibition, % at 10 µM. 320,000 tested, 0.06% active. P9WIQ1; in the data active = inhibition above about 10%, passing the limit was not always enough; inconclusive = no clear call, values can overlap the other calls
Target sequence (P9WIQ1 whole entry, looked up): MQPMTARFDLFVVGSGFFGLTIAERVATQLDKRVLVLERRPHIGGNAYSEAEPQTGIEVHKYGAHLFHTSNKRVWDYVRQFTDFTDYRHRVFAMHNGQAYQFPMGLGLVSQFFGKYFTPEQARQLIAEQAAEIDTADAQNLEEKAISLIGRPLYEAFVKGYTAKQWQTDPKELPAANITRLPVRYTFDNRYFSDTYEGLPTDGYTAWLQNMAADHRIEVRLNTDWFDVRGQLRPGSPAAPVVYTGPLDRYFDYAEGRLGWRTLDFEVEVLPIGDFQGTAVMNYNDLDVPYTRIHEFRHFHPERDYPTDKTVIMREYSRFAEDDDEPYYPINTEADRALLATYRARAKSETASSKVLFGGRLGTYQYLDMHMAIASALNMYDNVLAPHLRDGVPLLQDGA
FadD28 binding – blocks FadD28 binding to the bisubstrate probe | fluorescence polarization | inhibition, % at 12.5 µM | 360,000 tested, 0.22% active | AID 588549; in the data active = inhibition above about 8.5%, passing the limit was not always enough; inconclusive = no clear call, values can overlap the other calls
FBA Mtb inh – Mtb fructose-bisphosphate aldolase inhibition. AID 588726. 360,000 tested, 2.3% active. P9WQA3. purified M. tuberculosis FBA, fluorescence read-out. inhibition, % at 1 µM; in the data active = inhibition above about 27%;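 also: 0% = vehicle and 100% = reference inhibitor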
CCHFV vOTU inh – CCHFV vOTU protease inhibition | 370,000 tested, 0.55% active | AID 651958 | inhibition, % at 11.5 µM | Pep-AMC fluorescence; also: 0% = vehicle wells with enzyme and 100% = no enzyme wells
MazEF act – increases E. coli MazEF RNase cleavage of RNA. AID 504720. activation, % at 20 µM. P0AE70. 350,000 tested, 0.32% active. FAM/BHQ RNA-DNA oligo cleavage fluorescence, 5 h; in the data active = activation above about 50%
Target sequence (P0AE70 whole entry, looked up): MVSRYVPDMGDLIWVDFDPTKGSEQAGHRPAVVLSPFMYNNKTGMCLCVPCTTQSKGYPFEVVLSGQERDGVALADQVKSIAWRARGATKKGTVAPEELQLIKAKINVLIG
Rv3671c inh – inhibits the M. tuberculosis serine protease Rv3671c. inhibition, % at 5.96 µM. 320,000 tested, 0.048% active. AID 2606; in the data active = inhibition above about 38%;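 also: extracellular domain of Rv3671c used as enzyme; 0% = enzyme with DMSO and 100% = no enzyme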
Target sequence (P9WHR9 whole entry, looked up, the tested form may be a part): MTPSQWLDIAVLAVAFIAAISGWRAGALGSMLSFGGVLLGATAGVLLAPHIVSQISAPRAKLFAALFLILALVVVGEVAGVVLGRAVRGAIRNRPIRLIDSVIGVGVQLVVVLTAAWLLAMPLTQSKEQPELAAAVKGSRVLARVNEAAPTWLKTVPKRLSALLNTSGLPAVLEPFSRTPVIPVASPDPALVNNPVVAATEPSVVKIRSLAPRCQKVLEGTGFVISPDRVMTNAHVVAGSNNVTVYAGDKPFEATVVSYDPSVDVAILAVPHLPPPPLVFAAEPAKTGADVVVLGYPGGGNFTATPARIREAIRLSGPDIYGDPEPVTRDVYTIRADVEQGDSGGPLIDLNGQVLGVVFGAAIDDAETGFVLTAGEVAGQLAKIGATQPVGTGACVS
The depositor's hits bear a star; u = inconclusive; x = no result given. Rule as the data show it, unless noted: active = inhibition above about 30%; inactive = the rest.

SMILES	BioA inh	BoNT-F LC inh	DUSP3 inh	GDH-TPI counter	UGM FP inh	FadD28 binding	FBA Mtb inh	CCHFV vOTU inh	MazEF act	Rv3671c inh
CCC(C)/C(C)=N/NC(=O)CNS(=O)(=O)c1ccc([N+](=O)[O-])cc1 (stereo not drawn)	x	-3	-2	-1	0.9	-2.6	-1	-6	9	-3
CCOC(=O)c1cc(-c2ccccc2)sc1NC(=O)C(C)Sc1nnc(N)s1 (stereo not drawn)	-0.6	-7	3	8	1.2	-0.7	1	16	-3	-25
CC(C)NS(=O)(=O)c1ccc(NC(=O)C(C)OC(=O)CCC2CCCCC2)cc1 (stereo not drawn)	-0.6	6	x	-1	x	3.5	0	10	2	x
COc1ccc(/C=C(/NC(=O)c2ccccc2Cl)C(=O)NCCCC(=O)O)cc1	x	-1	22	5	0.7	0.9	-1	-8	5	-1
O=C(O)C(SC(C(=O)O)c1ccccc1)c1ccccc1 (stereo not drawn)	x	-4	x	-3	x	0.2	1	0	5	x
O=C(Cn1cc2c(n1)CCCCC2)Nc1ccccc1Cl	x	0	20	7	1.5	-0.1	4	-7	2	3
CCCc1cc(=O)[nH]c2nnc(SCC(=O)Nc3nccs3)n12	-1.1	x	x	-7	2.6	-3.5	2	1	7	10
Cc1c(Br)ccc(NC(=O)c2ccccc2[N+](=O)[O-])c1C	-1.8	0	40	9	0.9	-2.7	6	4	4	-2
CCOC(=O)C1CCN(C(=O)c2cccc(N3C(=O)NC4CC3(C)Oc3ccc(C)cc34)c2)CC1 (stereo not drawn)	0.6	3	6	-6	-5.1	-2.5	-4	13	10	3
Cc1nc2ccc(Br)cc2c(=O)n1Cc1cccs1	x	-9	x	2	0.7	-1.0	0	-3	-6	-12
CC(C)c1ccc2oc(=O)cc(CN3CCN(Cc4ccccc4)CC3)c2c1	0.9	-11	6	10	0.5	-0.7	-1	-11	-4	-10
CN1CCN(c2ccccc2NC(=O)c2ccc(-c3ccc(Cl)c(Cl)c3)o2)CC1	-0.6	-3	10	7	1.4	-4.2	0	-1	-10	-4
COCCn1c(SCC(=O)Nc2cc(C)on2)nc2c([nH]c3ccccc32)c1=O	0.7	-3	x	11	x	-0.7	-2	12	3	x
CCP(=O)(c1ccccc1)C(C)(C)O (stereo not drawn)	3.6	-1	-6	-9	1.1	-3.0	-1	5	-1	-1
O=C(Nc1ccc(Br)cc1)c1cccc(N2C(=O)C3C4C=CC(C4)C3C2=O)c1 (stereo not drawn)	-0.3	-9	21	-1	4.1	-4.1	-1	22	-5	-2
COc1ccc(C(=O)C2CCCN(Cc3ccc4c(c3)OCCO4)C2)cc1F (stereo not drawn)	1.9	-6	27	-3	0.7	-2.1	-4	16	5	-4
COc1ccc(Cc2c(-c3ccc(F)cc3)nc3c4ccccc4ccn23)c(C)c1	4.3	-4	x	x	x	-4.7	2	9	x	x
O=C(NCc1cccc(F)c1)c1cccc2c1C(=O)c1ccc(N3CCOCC3)cc1S2(=O)=O	-1.3	-1	x	-9	-0.4	-0.8	-1	-4	-41	3
Cc1cc(N2CCN(C(=O)c3[nH]c(C(F)(F)F)nc3-c3ccccc3)CC2)c2ccccc2n1	1.2	0	x	x	x	-0.8	3	19	x	x
COc1ncnc2c1ncn2CCCN1CCN(C(=O)C2CC2)CC1	-1.3	-4	x	4	x	-0.4	1	-1	12	x
Cc1ccc(-c2ccc(/C=C3\SC(N4CCOCC4)=NC3=O)o2)cc1	x	-4	20	2	1.3	-1.3	-9	14	23	-11
O=C(Nc1cccc2ncccc12)c1cc(Br)ccc1Cl	-0.2	x	16	6	0.9	-0.8	2	-13	4	5
COc1ccc(/C(C)=N/OCC(=O)N=Nc2c(O)[nH]c3ccc(Br)cc23)cc1	x	-1	-4	1	1.6	-1.5	1	-1	20	-5
COc1cc2[nH]c(-c3cccc(F)c3)cc(=O)c2cc1OC	0.2	-4	4	-4	1.5	0.1	28*	-18	4	-1
CC(=O)N(C)C1=C(N2CCOCC2)C(=O)c2ccccc2C1=O	x	-4	5	11	-2.3	-3.2	-9	x	0	-31
O=C(CN1c2ccccc2Sc2ccccc21)N/N=C/c1ccc(Cl)cc1	-1.2	x	23	2	1.8	-0.5	0	-6	1	12
CC(C)CC1NC(=O)N(Cc2nc3ccccc3s2)C1=O (stereo not drawn)	1.5	-3	-9	-6	1.8	-4.0	-4	-12	7	-12
CC(=O)Nc1cc2c(cc1Cl)-c1ccccc1C2	-0.1	8	x	2	x	-1.3	-2	4	1	x
COc1cc(-c2coc3c(C(=O)NCc4ccc(OC)c(OC)c4)cccc23)ccc1O	-2.3	-3	x	-1	x	0.1	2	-1	x	x
COc1ccccc1-n1c(CCn2nc(C)c(Br)c2C)n[nH]c1=S	x	-7	5	3	3.9	1.7	-2	-4	6	1
CCOc1ccc(S(=O)(=O)N/N=C2/CC(c3ccccc3)Oc3ccccc32)cc1 (stereo not drawn)	0.6	12	30	4	-1.6	-5.4	-1	11	5	-8
CC(=O)Oc1ccc(-c2csc(Nc3ccc(Cl)cn3)n2)cc1	0.3	u	8	15	-0.3	-2.0	2	-11	3	8
Cc1ccc(S(=O)(=O)N2CCN(C(=O)c3cc4c(s3)CCCC4)CC2)c(C)c1	-0.7	-21	x	3	-0.9	-1.1	-2	3	-6	4
O=C(N/N=C/c1cn[nH]c1-c1ccc(F)cc1)c1ccncc1	x	-11	3	12	0.8	-1.6	-2	20	0	3
CC(C)Cn1c(N)c(C(=O)COC(=O)c2cccn2C)c(=O)n(C)c1=O	-1.2	2	x	27	0.7	-0.7	4	2	0	2
CCc1c(C2(O)CCCCC2)[nH]c2ccc(C(=O)OC)cc12	-0.1	0	x	11	-1.3	-0.9	6	3	4	3
Nc1ccc(C(=O)OCC(=O)N2CCOCC2)cc1[N+](=O)[O-]	x	1	-5	1	-0.7	-1.6	-5	-8	4	-4
O=C(CSc1nnc(-c2ccc(F)cc2)o1)N1CCN(C(=O)c2ccco2)CC1	x	-1	6	6	-0.1	-2.0	4	-3	9	0
Cc1ccc(NC(=O)Nc2ccc3c(c2)C(=O)OC3)cc1Cl	-1.4	x	2	5	1.0	-2.9	1	8	-12	-1
CC(C)c1ccc(S(=O)(=O)N2CCN(C(=O)c3ccncc3)CC2)cc1	-1.1	-3	x	-1	-2.4	0.8	-1	-4	1	1

Only FadD28 binding and UGM FP inh, for 2 of the compounds above:
mol | FadD28 binding | UGM FP inh
CCOc1ccc(S(=O)(=O)N/N=C2/CC(c3ccccc3)Oc3ccccc32)cc1 (stereo not drawn) | -5.4 | -1.6
CC(=O)Oc1ccc(-c2csc(Nc3ccc(Cl)cn3)n2)cc1 | -2.0 | -0.3

Other results follow:
SMILES	BioA inh	BoNT-F LC inh	DUSP3 inh	GDH-TPI counter	UGM FP inh	FadD28 binding	FBA Mtb inh	CCHFV vOTU inh	MazEF act	Rv3671c inh
O=C(CCN1C(=O)c2cccc3cccc(c23)C1=O)N1CCN(Cc2ccc3c(c2)OCO3)CC1	0.0	-5	21	16	-0.4	-2.9	8	-6	-3	-8
CCOC(=O)c1ccc(OCC(=O)c2ccc(O)cc2O)cc1	1.1	-1	4	17	1.5	-0.2	-2	12	-3	-8
COc1ccccc1N(C)S(=O)(=O)c1ccc(C(=O)OCC(=O)Nc2ccc(C(N)=O)cc2)cc1	-0.6	3	x	0	0.0	0.1	1	-3	0	-22
COc1cccc(CC2(CO)CCCN(Cc3c(C)cc(C)cc3-n3cccn3)C2)c1 (stereo not drawn)	x	8	17	13	0.0	-1.1	4	10	0	-2
Cc1ccc(C(=O)NCCNC(=O)COc2ccccc2Cl)cn1	3.6	9	7	3	-2.6	-1.9	3	10	14	-7
CC(C)c1ccc(S(=O)(=O)N2CCN(C(=O)c3cc(-c4ccccc4)n[nH]3)CC2)cc1	-0.9	-4	-6	-6	-3.5	-1.5	2	-4	2	-1
O=S(=O)([O-])CCC[n+]1ccc(Oc2ccccc2)cc1	2.5	u	4	-7	-3.8	-2.2	2	-3	7	x
CCCN1CCC(N2CCN(c3ccc([N+](=O)[O-])cc3)CC2)CC1	-1.2	u	0	11	-5.1	-0.5	5	0	-18	8
O=[N+]([O-])c1cc([N+](=O)[O-])c(Oc2cccc(Cl)c2Cl)cc1NN1CCCCC1	-0.9	-10	28	-4	1.5	-1.4	-2	-2	-1	-13
COC(=O)C1=C(c2cc3ccccc3s2)C[C@@H]2CC[C@H]1N2C(=O)NC1CCCCC1	0.7	-6	x	6	1.0	1.1	1	14	-5	-5
CC(C)Oc1cccc(C(=O)NC(=S)Nc2ccccc2N2CCOCC2)c1	1.1	-3	16	0	3.1	-0.5	-3	-1	-4	1
NC(=O)CSc1nc2c(sc(=S)n2-c2ccccc2)c(=O)[nH]1	-1.0	11	10	22	1.1	-0.8	-2	6	7	x
CCOc1ccc(NC(=O)CSc2nc3ccsc3c(=O)n2Cc2ccc(C(=O)O)cc2)cc1	0.5	-3	x	-6	x	-2.1	2	1	4	x
O=C(NCc1n[nH]c(=S)n1-c1cccc(Cl)c1)c1cccs1	-1.5	-4	12	-4	2.7	-1.5	-2	12	4	0
C=CCNC(=S)N/N=C/c1cccc([N+](=O)[O-])c1	-1.1	5	-9	5	-0.3	-0.4	-2	7	-9	-4
Cn1cnnc1Sc1nc2ccccc2nc1NS(=O)(=O)c1ccccc1	-6.4	-8	25	18	1.1	2.1	5	-7	-10	-5
Cc1[nH]c2ccccc2c1C(=O)COC(=O)C1CCC(=O)N1 (stereo not drawn)	-0.2	-14	14	11	-3.8	0.5	1	8	8	-4
Cc1cc(/C=N/NC(=O)c2cccc(F)c2)c(C)n1-c1ccccc1	x	-10	16	12	0.3	-1.1	0	5	-11	4
O=C(Cn1nc(CNc2ccc(Br)cc2)[n+]2c1CCCCC2)c1ccc([N+](=O)[O-])cc1	-0.2	-54	-3	3	-0.6	-3.3	1	-7	19	5
C[C@@H]1CN([C@H](C)CO)C(=O)CCCn2cc(nn2)CO[C@H]1CN(C)S(=O)(=O)c1ccc(-n2cccn2)cc1	-0.6	4	x	5	x	0.1	-1	3	-34	x

Reprinted from the part before: four entries, followed by the next part.
SMILES	BioA inh	BoNT-F LC inh	DUSP3 inh	GDH-TPI counter	UGM FP inh	FadD28 binding	FBA Mtb inh	CCHFV vOTU inh	MazEF act	Rv3671c inh
Cc1[nH]c2ccccc2c1C(=O)COC(=O)C1CCC(=O)N1 (stereo not drawn)	-0.2	-14	14	11	-3.8	0.5	1	8	8	-4
Cc1cc(/C=N/NC(=O)c2cccc(F)c2)c(C)n1-c1ccccc1	x	-10	16	12	0.3	-1.1	0	5	-11	4
O=C(Cn1nc(CNc2ccc(Br)cc2)[n+]2c1CCCCC2)c1ccc([N+](=O)[O-])cc1	-0.2	-54	-3	3	-0.6	-3.3	1	-7	19	5
C[C@@H]1CN([C@H](C)CO)C(=O)CCCn2cc(nn2)CO[C@H]1CN(C)S(=O)(=O)c1ccc(-n2cccn2)cc1	-0.6	4	x	5	x	0.1	-1	3	-34	x
O=C(CN1C(=O)CCC1=O)Nc1nc(-c2ccc(Cl)s2)cs1	x	-7	37	9	x	1.1	-1	-9	5	-3
Cn1cccc1C1C=C(c2ccc(C(C)(C)C)cc2)Nc2ncnn21 (stereo not drawn)	-0.6	-4	x	21	4.0	-0.7	8	-5	5	-7
COc1ccc(C(=O)NCC(=O)OCC(=O)NCc2cccs2)cc1	x	-2	9	-3	1.6	u	0	10	-1	-1
Cc1cc(C)c(C#N)c(Nc2ccccc2F)n1	-1.8	1	9	-16	6.9	-3.4	-5	-4	11	-4
CCOC(=O)C1(CCOc2ccccc2)CCN(Cc2ccc(O)c(OCC)c2)CC1	-1.3	-4	-4	4	0.5	-1.6	1	7	2	-3
CC(=O)Nc1ccc(NC(=O)Cn2ccc([N+](=O)[O-])n2)cc1	x	-3	31	6	-3.2	-1.4	2	-1	8	-6
CC(OC(=O)CN(C)S(=O)(=O)c1ccc(Cl)cc1)C(=O)Nc1cccc(Cl)c1 (stereo not drawn)	0.3	5	24	-2	-1.4	2.2	2	5	0	-4
CCC(CO)NCc1ccc(Br)cc1 (stereo not drawn)	-3.1	-5	5	3	0.4	-0.8	2	-10	-8	3
Cc1ccc(N2CCN(CCc3nc4cc(NC(=O)c5ccco5)ccc4n3C)CC2)cc1	0.0	-4	7	-8	-0.9	-1.0	0	-4	4	-4
COC(c1ccccc1)c1nnc(CCC(=O)N2CCN(Cc3cccs3)CC2)o1 (stereo not drawn)	x	-6	16	-3	1.4	-3.6	-4	-5	5	4

Screening data (PubChem BioAssay)
